ELG1 DNA repair: inhibitors of ELG1-dependent DNA repair in HEK293T cells; HEK293T ELG1-luciferase reporter, luminescence, 16 h; DNA damage induced by 5-fluorouridine; Potency, µM (highest dose often 46.1 µM), for inactives: at the top dose activity change, negative = inhibition, hits mostly inhibitors; 2.3% of 330,000 active; note: potency is the fitted concentration of half-maximal effect; % is set by controls: 0 for no effect and ±100 for the full control effect; nearly all actives have a fitted effect of over 55% in size
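Reporter activity after DNA damage by 5-fluorouridine is monitored. Compound-treated cells incubate 16 hr at 37 °C, then ONE-Glo is added for 30 min before luminescence reading.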
USP2a inh: inhibitors of human ubiquitin-specific protease USP2a; USP2 core, Ub-CHOP2 coupled fluorogenic reporter, 485/531; AID 463254; O75604; 0.01% of 330,000 active; Potency, µM (series often up to 38.3 µM), for inactives: at the highest dose activity change, negative = inhibition, actives largely listed as inhibitors;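 note: potency is the fitted concentration of half-maximal effect; plate controls were DMSO wells for no effect and full inhibition by NEM control for full effect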
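Cell-free coupled assay: 10nM USP2 core preincubated 30min RT with compound in Tris-HCl pH 8.0/CaCl2/CHAPS buffer, then 25nM Ub-CHOP2 and 25nM reporter substrate; fluorescence (Ex 485/Em 531) read after 60min RT, normalized to NEM inhibition, concentration-response curves fitted.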
Mito fusion yeast: mitochondrial division inhibition or fusion activation. Potency, µM (doses to about 46.1 µM), inactives show top-dose growth rescue (activation), most hits filed as activators. S. cerevisiae fusion-defective mutant growth rescue, CellTiterGlo 48 h. 0.23% of 320,000 active;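 note: potency is the fitted concentration of half-maximal effect; % of control where 0% means no effect; nearly all actives have a fitted effect of over 45% in size; temperature-sensitive fusion mutants such as fzo1-1 at 37 °C on non-fermentable ethanol glycerol medium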
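S. cerevisiae fusion-defective temperature-sensitive mutants (e.g. fzo1-1, mgm1-5) grown 48 h at 37C in YPEG (ethanol/glycerol non-fermentable) medium with 23 nl compound per well; growth rescue read as CellTiterGlo luminescence.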
hERG WT inh: KCNH2 (human, wildtype) channel inhibition. activity change, % at 1.84 µM. 0.37% of 340,000 active. Q12809. U2OS, BacMam KCNH2, thallium flux FluxOr; stronger effect = lower value. AID 720551;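 active = maximum activity change below -70%; inconclusive = maximum activity change between -70% and -50%; inactive = maximum activity change above -50%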; note: % is set by controls: 0 for no effect and ±100 for the full control effect
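U2OS cells were transduced with wild-type KCNH2 virus (2.03 x 10^8 / mL) for 4 h at room temperature, then cultured overnight at 37 C. Thallium flux was read with FluxOr dye. Rate constants were normalized to DMSO controls.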
KCNH2 3.1 inh: KCNH2 3.1 (human) potassium channel inhibition | U2OS KCNH2 3.1, thallium flux FluxOr; stronger effect = lower value | activity change, % (tested at about 1.8 µM) | 0.95% of 340,000 active | AID 720553;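 active = maximum activity change below -70%; inconclusive = maximum activity change from -70% to -50%; inactive = maximum activity change above -50%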;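 note: thallium influx rate constant from kinetic fluorescence after stimulation buffer; % is set by controls: 0 for no effect and ±100 for the full control effect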
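Kinetic fluorescence (2 min after stimulation buffer) measures Tl+ influx through KCNH2 3.1 expressed by viral transduction in U2OS cells; the rate constant is normalized against DMSO controls serving as positive and negative references.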
A-T KAP1 phos: candidate therapy for ataxia-telangiectasia; […] A-T fibroblasts, KAP-1 phosphorylation AlphaLISA; neocarzinostatin DNA damage 30 min before lysis; 0.19% of 320,000 active; Potency, µM (highest dose often 57.5 µM), for the others: at the highest dose activation, most hits filed as activators; note: potency is the fitted concentration of half-maximal effect; % of control where 0% means no effect; nearly all actives have a fitted effect of over 45% in size
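ATM-like activity read as KAP-1 phosphorylation via AlphaLISA donor/acceptor antibody pairs after lysis and 6 hr at 25C. Cells were ATM-null patient fibroblasts ([…], hTERT), dosed 60 min, then exposed to the DSB inducer NCS for 30 min.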
TRPV1 agonist: activates the human vanilloid receptor TRPV1; Q8NER1; TRPV1-expressing cells, Fluo-8 calcium influx, agonist mode; activation, % at 8.33 µM; 0.19% of 320,000 active; in the data active = activation above about 80%; inconclusive = between about 30% and that limit; note: 0% is about no effect
Target sequence (Q8NER1 whole entry, looked up): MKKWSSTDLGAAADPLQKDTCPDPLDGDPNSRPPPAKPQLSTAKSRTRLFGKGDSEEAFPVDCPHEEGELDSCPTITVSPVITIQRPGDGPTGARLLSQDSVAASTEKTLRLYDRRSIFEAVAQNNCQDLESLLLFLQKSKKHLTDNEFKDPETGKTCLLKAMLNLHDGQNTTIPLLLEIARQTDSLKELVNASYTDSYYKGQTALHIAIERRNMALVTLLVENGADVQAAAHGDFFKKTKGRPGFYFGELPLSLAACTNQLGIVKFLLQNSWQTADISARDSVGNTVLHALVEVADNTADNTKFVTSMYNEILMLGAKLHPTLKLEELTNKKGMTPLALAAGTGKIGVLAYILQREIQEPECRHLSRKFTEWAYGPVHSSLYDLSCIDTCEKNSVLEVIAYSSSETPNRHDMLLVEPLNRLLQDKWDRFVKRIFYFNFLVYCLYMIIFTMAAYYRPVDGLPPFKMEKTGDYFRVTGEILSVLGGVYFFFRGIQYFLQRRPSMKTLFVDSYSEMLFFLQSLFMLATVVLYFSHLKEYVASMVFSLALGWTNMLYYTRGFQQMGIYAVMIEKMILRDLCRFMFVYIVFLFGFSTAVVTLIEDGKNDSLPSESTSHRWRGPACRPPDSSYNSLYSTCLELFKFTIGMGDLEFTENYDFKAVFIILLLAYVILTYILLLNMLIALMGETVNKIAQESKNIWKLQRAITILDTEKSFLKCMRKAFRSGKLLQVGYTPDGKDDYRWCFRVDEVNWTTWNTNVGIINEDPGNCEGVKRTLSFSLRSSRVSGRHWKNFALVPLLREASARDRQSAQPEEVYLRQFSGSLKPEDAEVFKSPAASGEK
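TRPV1-expressing cells were cultured overnight at 35.5C and loaded with Fluo-8 calcium dye for 40 to 90 min at room temperature. After a 10 s baseline, compound was added and calcium influx was read kinetically for 3 min (ex 480/em 520 nm).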
Eya2 phos inh: blocks the phosphatase activity of human Eya2; 0.006% of 330,000 active; recombinant Eya2, OMFP fluorescence dephosphorylation (OMFP is methylfluorescein phosphate); O00167; Potency, µM (series often up to 76.9 µM), without a hit: at the top dose activity, negative = inhibition, usual class: inhibitors; note: potency is the fitted concentration of half-maximal effect; % is set by controls: 0 for no effect and ±100 for the full control effect
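Eya2 (0.2 uM) preincubated 10 min at ambient with compound, then OMFP substrate added at 50 uM; 10 min reaction in 50 mM HEPES pH 7.5, 50 mM NaCl, 5 uM MgCl2, 0.05% BSA, 1 mM DTT. Fluorescence read at Ex 485/Em 525 nm.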
TCR act: activates T cell receptor signaling. primary human leukocytes, anti-CD3, IL-2 HTRF, 48 h. Potency, µM (doses to about 9.22 µM), inactives show at the top dose activation of IL-2 secretion, actives largely listed as activators. 330,000 tested, under 10 active. AID 504894; note: % of control where 0% means no effect
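Primary human leukocytes were stimulated with a-CD3 beads plus compounds for 48 hr without co-stimulation; secreted IL-2 was quantified by HTRF using a-IL-2-K (europium cryptate) and a-IL-2-d2, excited at 320nm with acceptor emission read at 665nm.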
TSHR antag: human thyrotropin receptor antagonism; AID 504810; 0.2% of 330,000 active; TSHR-expressing cells, TSH-stimulated cAMP HTRF, 2 h; stronger effect = lower value; P16473; activity change, negative = inhibition, % at 11.5 µM;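 active = activity change below a set negative limit, meaning inhibition stronger than a set level, cut at about -70% in these data; inconclusive = activity change between two set negative limits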; note: % is set by controls: 0 for no effect and ±100 for the full control effect
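Cell-based HTRF cAMP assay; TSHR cells + compound, TSH EC80 (4nM final), 2 h, 37 deg C. Lysis with anti-cAMP cryptate and cAMP-d2, 30 min RT, read 665/620 nm.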
Active calls of the source: *; ? = inconclusive; · = not tested or not shown; [ ] = remark or other dose. Unless noted, calls come from the whole dose curve; as a rule, active = well fitted curve in the direction sought with a large enough effect; inconclusive = small, poorly fitted or top-dose-only effect, or another doubt; inactive = no such curve, though single readings can be large; an effect the other way counts as inactive or inconclusive. Only part of the results is shown. The share of hits here may be higher or lower than overall.

Every second line gives: ELG1 DNA repair	USP2a inh	Mito fusion yeast	hERG WT inh	KCNH2 3.1 inh	A-T KAP1 phos	TRPV1 agonist	Eya2 phos inh	TCR act	TSHR antag
O=C(NC1CCCCCC1)C1CCN(S(=O)(=O)c2ccc(F)cc2)CC1
  -2%	0%	3%	25	-9	-1%	18	-9%	9%	2
COC(=O)c1cc(C(=O)OC)cc(N2C(=O)CC(NNC(=O)c3ccc(C)cc3)C2=O)c1 (configuration not stated)
  -12%	-13%	8%	-1	2	-2%	-3	2%	-12%[46.1 µM]	9
CC(C)N(C(=O)[C@H]1C[C@H](CC(=O)NCCN2CCOCC2)C(=O)N2CCc3c([nH]c4cc(-c5ccco5)ccc34)[C@]12C)C(C)C
  7%	0%	·	-43	-15	-6%[11.5 µM]	·	4%	4%[46.1 µM]	2
Cc1ccc(CC(=O)Nc2ccc(C(=O)N3CCCCC3)cc2)cc1
  0%	1%	-28%	-3	22	5%	5	3%	11%	4
C/C(=N\NC(N)=S)C1(C)CCCCC1
  -28%	2%	-44%[inhibitor]	-3	-1	3%	-3	6%	1%[46.1 µM]	-20
COc1ccc(CCC(=O)NCCS(=O)(=O)N2CCN(c3ccccc3F)CC2)cc1
  ?	-1%	4%	1	6	-1%	-6	-4%	-6%	4
C[C@H](NC(=O)c1ccccc1)C(=O)OCC(=O)Nc1sccc1C(N)=O
  -5%	6%	·	-4	-18	3%	·	9%	-3%	·
COc1ccc2cnn(-c3ccc(OC(F)(F)F)cc3)c(=O)c2c1OC
  ?	2%	-1%	2	20	0%	3	10%	4%	-9
O=C(OCC(=O)N1CCN(c2ccccc2)CC1)c1ccc(Cl)cc1[N+](=O)[O-]
  -23%	-2%	3%	9	3	-1%	6	6%	-3%	-3
COc1cc(NC(=O)C2CCCN2S(=O)(=O)c2ccc3c(c2)CC(C)N3C(C)=O)cc(OC)c1 (configuration not stated)
  0%	0%	0%	-1	-8	-3%	0	4%	6%	8
CC1(C(=O)Nc2nccs2)Cc2ccccc2C(=O)O1 (configuration not stated)
  3%	0%	-3%	-6	-11	-1%	0	-5%	·	5
CCCNC(=O)c1ccccc1NC(=O)c1ccc2c(=O)n3c(nc2c1)CCC3
  ?	1%	-3%	3	-16	-7%	0	-4%	-15%	4
Brc1ccc(-c2nc(-c3ccccc3)no2)o1
  ?	0%	-4%	-5	-15	3%	24	3%	-3%	-1
Cc1cccc(-n2c(C)cc(/C=C3\NC(=O)NC3=O)c2C)c1
  ?	1%	-1%	-1	10	-4%	4	-14%	-1%	-1
Cc1cc(C)c(S(C)(=O)=O)c(Sc2ccc(Cl)cc2)n1
  -9%	-1%	2%	-5	-1	12%	16	-1%	-5%	-9
Cn1cc(/C=C(\C#N)C(=O)Nc2cccc([N+](=O)[O-])c2)c2ccccc21
  ?	10%	13%	10	11	-4%	-1	5%	-2%	22
CCOC(=O)C1CCN(C(=O)/C=C/c2cc(OC)c(OC)c(OC)c2)CC1
  ?	0%	-6%	-2	0	9%	-3	-6%	-2%[46.1 µM]	9
O=Cc1ccc(Oc2ncccn2)cc1
  -13%	2%	10%	-4	1	8%	4	-1%	6%	-7
c1ccc(N2CCN(C3CCSC3)CC2)cc1 (configuration not stated)
  -4%	2%	1%	-15	12	8%	-3	-7%	·	9
Cc1sc2ncnc(N3CCCCC3C)c2c1C (configuration not stated)
  ?	0%	3%	-4	0	9%	17	-3%	2%	-28
CCN(CCCNC(=O)C1CCC(=O)N1Cc1ccc(C)cc1)c1cccc(C)c1 (configuration not stated)
  -8%	0%	0%	-8	-1	-5%	5	6%	3%	-2
Cc1cc(O)c(C(C)C)cc1C1(c2cc(C(C)C)c(O)cc2C)OC(=O)c2ccccc21
  16µM*	-8%	0%	-3	1	-3%	15	-1%	7%	8
COc1ccc(CN2CCNC(=O)C2CC(=O)NC2CC(C)(C)CC(C)(C)C2)cc1OC (configuration not stated)
  6%	0%	2%	-7	-6	3%	3	2%	1%	-2
CCCCCn1c(=O)[nH]c2cc(C(=O)NCc3ccc4c(c3)OCO4)ccc2c1=O
  18%	4%	-2%	-5	-3	-2%	3	7%	-2%	0
CC(=O)NC(Cc1cccc(C)c1)C(=O)NC1CCN(S(=O)(=O)c2ccccc2)CC1 (configuration not stated)
  -2%	1%	0%	12	-7	6%	2	16%	3%	2
CON(C)C(=O)C[C@@H]1C[C@H](OC(=O)c2ccc([N+](=O)[O-])cc2)CN1C(=O)OC(C)(C)C
  12%	4%	·	6	-3	0%	·	-15%	-6%	-2
CC(NS(=O)(=O)c1ccc(F)cc1)C(c1cccs1)N1CCOCC1 (configuration not stated)
  2%	0%	1%	6	35	9%	0	-1%	-5%	5
O=C(NC1CCCC1)C1(c2ccccc2)CCN(S(=O)(=O)c2ccccc2)CC1
  0%	0%	3%	-5	0	1%	-3	17%	1%	-1
CC(=O)N/N=C/c1cc(C)n(-c2ccc(Br)cc2)c1C
  0%	-2%	-3%	10	8	-1%	1	-6%	6%[46.1 µM]	-9
CCN(c1ccccc1)S(=O)(=O)c1ccc(Cl)c(NC(=O)CSc2n[nH]c(N)n2)c1
  ?	0%	-2%	-6	4	-1%	17	4%	-3%[46.1 µM]	-5
Oc1ccc(CNc2ccc(C(F)(F)F)cc2Cl)c2cccnc12
  ·	0%	16%	·	·	-17%	·	-18%	·	7
COc1ccc(N2CCN(CCNC(=O)CCN3C(=O)COc4ccccc43)CC2)cc1
  6%	1%	-1%	54	-18	0%	-1	4%	-63%	0
O=C(Nc1ccccc1-c1ccccc1)c1cccs1
  4%	-2%	8%	-12	3	0%	-1	-21%	3%	-5
Cc1cc(C)n(CCC(=O)N2c3ccccc3CC2C)n1 (configuration not stated)
  -1%	-1%	-19%	-4	3	9%	8	-2%	-4%	-7
COc1ccc(C(=O)OCC(=O)c2ccc(F)cc2)cc1OC
  -4%	1%	·	0	-6	35%	·	-9%	2%	-31
COc1ccccc1NS(=O)(=O)c1ccc2[nH]c(=O)[nH]c2c1
  5%	3%	2%	-6	-2	6%	-5	-2%	·	34
Cc1nnc(SC(C)C(=O)Nc2ccc3c(c2)OCCO3)s1 (configuration not stated)
  5%	-1%	-2%	4	-13	2%	3	1%	2%	-3
Cc1cccc(/C=C2/C(=O)/C(=C/c3ccccc3C)C3CCC2N3C)c1 (configuration not stated)
  0%	1%	2%	-2	-1	-4%	3	-25%	-6%	-7
COc1ccc(N2CCN(C(=O)CCS(=O)(=O)c3ccc(C)cc3)CC2)cc1
  -14%	-1%	-1%	9	11	0%	0	4%	1%	-3
C=C(C)CSc1nnc(-c2cc(OC)c(OC)c(OC)c2)n1N
  21%	0%	1%	2	12	3%	2	-2%	-2%	26
O=C(COc1ccccc1F)Nc1ccccc1C(=O)NC1CC1
  0%	1%	5%	-3	-3	13%	4	0%	0%	-4
O=C(CCC(=O)NNC(=O)COc1ccccc1)NCc1ccccc1
  15%	2%	0%	-4	3	4%	-1	-4%	6%	1
Cc1[nH]c2ccc(C(=O)NCCCN3CCOCC3)cc2c1C
  29%	1%	-7%	-2	0	11%	-2	2%	2%	1
O=C(CCS(=O)(=O)c1ccc(Cl)cc1)Nc1ccc(N2CCOCC2)cc1
  -5%	1%	-2%	1	6	-3%	0	-3%	5%	4
COc1cccc(OC)c1OCCCCN1CCCCC1
  ?	0%	3%	17	1	9%	1	-8%	-10%	1
O=C(NCCc1ccccn1)c1cccc(S(=O)(=O)N2CCc3ccccc32)c1
  ?	2%	10%	-5	-16	8%	-3	2%	7%	15
Cc1cc(C(=O)NC2CC(C)(C)Cc3c2cnn3-c2ccc(F)cc2)nn1C (configuration not stated)
  12%	6%	4%	-5	-8	3%	3	3%	1%	3
COc1cccc(S(=O)(=O)NCc2ccc(C(=O)Nc3ccc(C)cc3)cc2)c1
  -3%	-2%	0%	7	-14	4%	8	-39%	0%	-5
COc1cccc(-n2c(CN3CCN(c4cccc(C)c4)C(C)C3)nc3ccc([N+](=O)[O-])cc3c2=O)c1 (configuration not stated)
  12µM*	2%	-3%	33	-17	6%	-3	-9%	5%[46.1 µM]	2
COCCCn1c(C(=O)Nc2ccc3c(c2)OCO3)cc2c(=O)n3ccccc3nc21
  5%	4%	1%	-4	-1	7%	22	3%	-22%	-5

Reprinted at random: two entries already listed.
Every second line gives: ELG1 DNA repair	USP2a inh	Mito fusion yeast	hERG WT inh	KCNH2 3.1 inh	A-T KAP1 phos	TRPV1 agonist	Eya2 phos inh	TCR act	TSHR antag
Cc1nnc(SC(C)C(=O)Nc2ccc3c(c2)OCCO3)s1 (configuration not stated)
  5%	-1%	-2%	4	-13	2%	3	1%	2%	-3
Cc1[nH]c2ccc(C(=O)NCCCN3CCOCC3)cc2c1C
  29%	1%	-7%	-2	0	11%	-2	2%	2%	1
